SRC1 TRFRET art = flags TR-FRET format artefacts in PPARgamma SRC-1 recruitment agonist screen; TR-FRET detection artefact counter-screen, emission ratio; stronger effect = higher value; TR-FRET ratio at 8 µM; 0.34% of 99,000 active; AID 1051; in the data active = TR-FRET ratio above about 2300; also: inactives centre near 1800; reference of the scale not given here
SRC3 TRFRET art = TR-FRET artefact, counter-screen to PPARgamma/SRC-3 agonist assay. PPARgamma/SRC-3 format; stronger effect = higher value. TR-FRET ratio at 8 µM. 0.39% of 99,000 active; in the data active = TR-FRET ratio above about 2000; also: inactives centre near 1600; reference of the scale not given here
* = called active by the depositor.

Start of the listing, in advance, 2 compounds:
cpd	Structure	SRC1 TRFRET art	SRC3 TRFRET art
1	C/C(CCC(=O)OC[C@H]1O[C@H](C#Cc2ccccc2)C=C[C@@H]1Oc1ccc(C)cc1)=N\O[C@@H](C)CN1CCCCc2nc(C)c(C)cc21	1624	1649
2	Cc1nnc(SCC2=C(C(=O)O)N3C(=O)C(NC(=O)Cn4nc(C)c(Cl)c4C)C3SC2)s1 (stereo unspecified)	1808	1552

Main list, repeating the preview:
cpd	Structure	SRC1 TRFRET art	SRC3 TRFRET art
1	C/C(CCC(=O)OC[C@H]1O[C@H](C#Cc2ccccc2)C=C[C@@H]1Oc1ccc(C)cc1)=N\O[C@@H](C)CN1CCCCc2nc(C)c(C)cc21	1624	1649
2	Cc1nnc(SCC2=C(C(=O)O)N3C(=O)C(NC(=O)Cn4nc(C)c(Cl)c4C)C3SC2)s1 (stereo unspecified)	1808	1552
3	O=C(N/N=C/c1ccc2c(c1)OCO2)c1ccc2ccccc2n1	1770	1498
4	CCCc1nnc(NC(=O)OCC)s1	2000	1661
5	CCC1(CC)C(=O)N=C2c3ccccc3C(=O)N21	1982	1601
6	Oc1ccc2n[nH]nc2c1	1684	1789
7	O=C(CCc1nnc(Cc2c[nH]c3ccccc23)o1)NC1CCCC1	1463	1290
8	COc1cccc(CN2CCN(Cc3ccc4c(c3)OCCO4)CC2CCO)c1 (stereo unspecified)	1766	1512
9	CC(=O)Nc1ccc(N=Cc2c(O)c(C(=O)Nc3ccccc3)cc3ccccc23)cc1	1502	1483
10	CCOc1ccc(-n2c(O)c(/C=N/Nc3nc(C)cc(C)n3)c3ccccc3c2=O)cc1	1513	1437
11	O=C(NCCCn1ccnc1)c1cc2ccccc2oc1=O	1807	1741
12	CCOc1ccc(NC(=O)CCC(=O)NNC(=O)c2ccco2)cc1	1781	1457
13	Clc1nn2cnnc2c2ccccc12	1827	1438
14	COCCn1c(SCC(=O)NCc2ccc3c(c2)OCO3)nc2ccccc2c1=O	1864	1615
15	CC(NC(=S)Nc1ccc(Cl)cc1)C(c1ccccc1)N1CCOCC1 (stereo unspecified)	1740	1415
16	CN(C)N=Nc1ccc(S(N)(=O)=O)cc1	1780	1556
17	CCCCN(C(=O)CSc1cc(C)c2ccc(OC)cc2n1)c1c(N)n(Cc2ccccc2)c(=O)[nH]c1=O	1804	1620
18	COc1ccccc1NC(=O)CCCn1c(=S)[nH]c2ccccc2c1=O	1858	1551
19	CC(C)(C)NC(=O)CSc1nnc(C2CC2)n1-c1ccccc1	1773	1533
20	O=c1c2cc(NC(=S)NC3CC3)ccc2nc2n1CCCCC2	1538	1465
21	O=C(Nc1ccccc1)N1CCN(CCc2ccccc2)CC1	2098	1635
22	CCCCCn1c(=O)c(-c2nc3ccccc3[nH]2)c(O)c2ccccc21	1824	1611
23	Cc1cc(C)nc(SCSc2nc(C)cc(C)n2)n1	1741	1465
24	COc1ccccc1Nc1nc2cc(C)ccc2cc1C#N	1779	1750

A draw from above in order of molar mass, largest number first:
cpd	Structure	SRC1 TRFRET art	SRC3 TRFRET art
20	O=c1c2cc(NC(=S)NC3CC3)ccc2nc2n1CCCCC2	1538	1465
21	O=C(Nc1ccccc1)N1CCN(CCc2ccccc2)CC1	2098	1635
23	Cc1cc(C)nc(SCSc2nc(C)cc(C)n2)n1	1741	1465

Other entries
cpd	Structure	SRC1 TRFRET art	SRC3 TRFRET art
25	CC(=O)OC1OCCOC1NC(=S)Nc1cccc(C(F)(F)F)c1 (stereo unspecified)	2061	1577
26	Cc1nn(C)cc1C(C(=O)NC1CCCCC1)N(Cc1ccccc1Cl)C(=O)c1cnccn1 (stereo unspecified)	1831	1476
27	Cc1nn(C)c(C(=O)NCc2ccc(Cl)cc2)c1Cl	1750	1650
28	CCC1CCCCN1C(=O)CSc1nc(N)cc(N)n1 (stereo unspecified)	1816	1654
29	O=c1c(-c2ccc(O)cc2)coc2cc(OC3OC(CO)C(O)C(O)C3O)ccc12 (stereo unspecified)	1683	1587
30	Cc1ccc(CS(=O)(=O)c2nc3c(c(N(C)C)n2)CCCC3)cc1	1835	1711
31	COc1ccc(N2CCN(C(C)C(=O)N3CC(C)OC(C)C3)CC2)cc1 (stereo unspecified)	1823	1395
32	CC(OC(=O)c1ccc([N+](=O)[O-])s1)C(=O)Nc1ncc(Cl)cc1Cl (stereo unspecified)	1712	1657

A different layout for two compounds above:
25) CC(=O)OC1OCCOC1NC(=S)Nc1cccc(C(F)(F)F)c1 (stereo unspecified)
26) Cc1nn(C)cc1C(C(=O)NC1CCCCC1)N(Cc1ccccc1Cl)C(=O)c1cnccn1 (stereo unspecified)

screen / no.	25	26
SRC1 TRFRET art	2061	1831
SRC3 TRFRET art	1577	1476

Continued.
cpd	Structure	SRC1 TRFRET art	SRC3 TRFRET art
33	Cc1ccc(C(=O)Nc2nc(-c3ccc([N+](=O)[O-])cc3)cs2)o1	1885	1584
34	CC1CN(Cc2c(O)ccc3c(=O)c(-c4ccccc4)coc23)CC(C)O1 (stereo unspecified)	1726	1842
35	FC(F)(F)c1ccc(Oc2ccc(Cl)cc2Br)nc1	1756	1754
36	O=c1cc(CSc2ccc(Cl)cc2)nc(-c2ccccc2)[nH]1	1742	1859
37	CC(=O)c1ccc(NS(=O)(=O)c2ccc(N)cc2)cc1	1971	1660
38	CN(C)CCCNC(=O)CCc1ncc(C(F)(F)F)cc1Cl	1503	1446
39	COCC(C)NC(=O)Cc1ccc(F)cc1 (stereo unspecified)	1706	1589
40	C=CCNC(=S)Nc1ccc(C)c(S(=O)(=O)N2CCCCC2)c1	1787	1678
41	Cc1ccc(S(=O)(=O)n2c([N+](=O)[O-])cnc2C)cc1C	1979	1345
42	CCOc1ccc2nc(NC(=O)COC)sc2c1	1768	1359
43	O=C(Nc1ccccc1C(=O)NCc1cccnc1)c1ccc(Cl)cc1Cl	1713	1529
44	COc1ccc(N(CC(=O)Nc2ccccc2C(=O)O)S(=O)(=O)c2ccc(C)c([N+](=O)[O-])c2)cc1	1809	1530
45	O=C(COC(=O)/C=C/c1ccc2c(c1)OCO2)NC1CC1	1902	1732
46	CCC1=NN(S(=O)(=O)c2ccc(C)cc2)C(O)(C(F)(F)F)C1 (stereo unspecified)	1597	1641
47	O=C(/C=C/c1ccccc1Cl)NCCc1ccc(F)cc1	1851	1568
48	COc1ccc(N2Cc3ccccc3C2=NC(=O)c2cccc([N+](=O)[O-])c2)cc1	1870	1606

Given with one line to a screen: part of the list above
45	O=C(COC(=O)/C=C/c1ccc2c(c1)OCO2)NC1CC1
46	CCC1=NN(S(=O)(=O)c2ccc(C)cc2)C(O)(C(F)(F)F)C1 (stereo unspecified)
Compound | 45 | 46
SRC1 TRFRET art | 1902 | 1597
SRC3 TRFRET art | 1732 | 1641

(listing goes on)
cpd	Structure	SRC1 TRFRET art	SRC3 TRFRET art
49	C=CCNCCCOc1ccc(C)cc1Br	1942	1768
50	CC(=O)C1=C(O)CC(C)(C)CC1=NCc1nc2ccccc2[nH]1	1679	1333
51	COc1ccc(-c2[nH]ncc2CN2CCCCCCC2)c(OC)c1	1888	1570
52	Cc1ccc(-c2ccc(S(=O)(=O)N3CCN(C)CC3)cc2)cc1	1752	1545
53	Cc1ccc(/C=N/n2c(C)nc3ccccc3c2=O)s1	1668	1609
54	CC(C)OC(=O)c1cccc(-c2ccc(C=O)o2)c1	2252	1730
55	O=C(NC(=S)Nc1cc(C(F)(F)F)ccc1N1CCOCC1)c1sc2ccccc2c1Cl	1751	1525
56	CCc1cccc(NC(=S)N(CCCN2CCOCC2)C(C)c2cc3cccc(OC)c3o2)c1 (stereo unspecified)	1895	1442
57	Nc1ccc(Br)c2cccnc12	1953	1571
58	Cc1ccc(NC(=S)NC(=O)c2ccc(F)cc2)cc1S(=O)(=O)Nc1cccc(Cl)c1	1760	1528
59	COC(=O)C1=CN(Cc2cccs2)C=C(C(=O)OC)C1c1ccc(OC)cc1OC	1688	1580
60	Cc1cc(C)cc(C(=O)Nc2ccc(N3CCCC3)cc2)c1	1960	1631
61	Fc1ccccc1-c1nc(N2CCCCC2)c2ccccc2n1	1508	1414
62	O=C(Nc1ccc2c(c1)OCCO2)C1CCN(c2ncccn2)CC1	1854	1482
63	CCCc1nnc(-c2ccc(OC)cc2)o1	1810	1652
64	CCOc1ccc(C2C(C(=O)O)CCC(=O)N2C2CCCCC2)cc1 (stereo unspecified)	1872	1598
65	CC(=O)N1[C@H](Cc2ccccc2)C=C[C@]1(C)C(=O)NCc1ccc(C)o1	1918	1630
66	CN1CCc2c(n(CC(O)CN3CCN(CCO)CC3)c3ccccc23)C1=O (stereo unspecified)	2112	1596
67	COc1cc2c(cc1NC(=O)c1cccc(S(=O)(=O)N(C)C)c1)oc1ccccc12	2099	1889
68	CCC1(C)Cc2ccccc2-c2[nH][nH]c(=O)c21 (stereo unspecified)	1837	1432
69	Cc1ccc([N+](=O)[O-])c2c1C(N1CC(C)OC(C)C1)C(C)(C)O2 (stereo unspecified)	1848	1527
70	CCOc1ccc(S(=O)(=O)Nc2nc3ccccc3nc2-n2ccc(=NC(=O)c3cccs3)cc2)cc1	1890	1462
71	C#CCNC(=O)C1=C[C@H](c2csc3ccccc23)C[C@H](OCCCCO)O1	1772	1691
72	S=C(Nc1ccccc1)c1nc2ccccc2s1	1799	1380
73	CCOCCCNCc1ccc(OCc2ccccc2C)c(OC)c1	1937	1587
74	O=S(CC1CC1(Cl)Cl)CC1CC1(Cl)Cl (stereo unspecified)	1690	1667
75	Cn1c(CNc2ccc(Cl)cc2)nnc1SCC#N	2002	1669
76	CC(=O)c1ccc(NC(=O)Nc2ccc([N+](=O)[O-])cc2)cc1	1972	1293
77	O=[N+]([O-])c1ccc2nnn(O)c2c1	2000	1815
78	COc1ccc(C(=O)Nc2ccncc2)cc1OC	1578	1554
79	Cc1ccnc(N/N=C/c2ccccc2)n1	1770	1463
80	COc1ccc(C(=O)COC(=O)C(CCSC)NS(=O)(=O)c2ccc(Cl)cc2)cc1 (stereo unspecified)	1817	1568
81	O=C(Nc1ccccc1N1CCOCC1)c1cccc(F)c1	1724	1401
82	CC(=O)Oc1ccc(/C=N/NC(=O)CCSc2ccccc2)cc1	1624	1371
83	CC(C)N(C(=O)NC(=O)Nc1ccc(S(=O)(=O)N2CCCC2)cc1)S(C)(=O)=O	1774	1468
84	Clc1ccc(-c2cnc3n2CCCCC3)cc1	1823	1733
85	CC(=O)c1sc(-c2ccc(Cl)cc2)nc1C	1816	1552
86	COc1cc(NC(=S)Nc2ccccn2)cc(OC)c1OC	2110	1605
87	O=C(COC(=O)c1nc(Cl)ccc1Cl)Nc1ccccc1OC(F)F	1895	1606
88	CCS(=O)(=O)c1ccc(O)c(NC(=O)c2cc(OC)c(OC)c(OC)c2)c1	1681	1577
89	O=C(c1ccccc1Cl)N1CCC(c2nc3c(nnn3Cc3ccco3)c(=O)[nH]2)CC1	2312	1849
90	CCOc1cccc(C(=O)NC(=S)Nc2ccc(Cl)cc2C(=O)O)c1	1752	1582
91	CCn1c(COc2ccc(OC)cc2)nnc1SCc1nc2ccccc2c(=O)[nH]1	1610	1712
92	CCCN1CCN(C(=O)Cn2c(=O)oc3cc(S(=O)(=O)NCc4ccccc4)ccc32)CC1	1911	1622
93	N/C(=N\OC(=O)COc1ccc([N+](=O)[O-])cc1)c1ccc(Br)cc1	2007	1592
94	O=C(Cc1ccc([N+](=O)[O-])cc1)NCc1ccccc1Cl	1877	1603
95	COc1cccc(C(=O)NNC(=O)c2sccc2-n2cccc2)c1	1727	1404
96	O=C(c1ccc(C(F)(F)F)cc1)C1CCCN(C(=O)CN2CCCC2=O)C1 (stereo unspecified)	1988	1778
97	Cc1c(CN(C)C(=O)c2nn(C)cc2[N+](=O)[O-])cnn1C	1725	1546
98	COc1ccc(NC(=O)COC(=O)CNC(=O)c2cc(OC)c(OC)c(OC)c2)cc1	1729	1579
99	Cc1ccc(C(C)n2cc(C(=O)NCc3ccccn3)nn2)cc1 (stereo unspecified)	1985	1568
100	CCC(=O)N(C1=C(NC(C)C)C(=O)c2ccccc2C1=O)C(C)C	1824	1644
101	O=C(NCc1ccccn1)C1CCN(S(=O)(=O)N2CCC3(CC2)OCCO3)CC1	1576	1601
102	O=c1cc(CN2CCN(c3ccccc3)CC2)nc2scc(-c3ccccc3)n12	1788	1414
103	COc1ccc(N2CCN(c3cc(=O)n(Cc4ccc(F)cc4)c(=O)[nH]3)CC2)cc1	1690	1459
104	O=C(O)c1cc(S(=O)(=O)Nc2ccc(N3CCCCC3)cc2)ccc1Cl	1757	1472

The list continues.
cpd	Structure	SRC1 TRFRET art	SRC3 TRFRET art
105	Cc1ccc(NC(=O)CSc2n[nH]c(C)c2[N+](=O)[O-])cc1C	1638	1621
106	Cc1cc(C)cc(Nc2nc3ccccc3c(=O)[nH]2)c1	1566	1389
107	COc1ccc(/C=C/C(=O)NC(=S)NCC2CCCO2)cc1 (stereo unspecified)	1794	1587
108	COc1ccc(OC)c(NC(=O)c2ccc(CSc3nnc(C)s3)cc2)c1	1666	1511
109	Cn1cccc1Cc1nnc(SCC(=O)NCC2CCCO2)n1-c1ccc(F)cc1 (stereo unspecified)	1657	1548
110	COc1ccc(C2C(C(=O)c3ccco3)=C(O)C(=O)N2c2nnc(C)s2)cc1 (stereo unspecified)	2503*	2261*
111	COc1ccc(/C=N/Nc2cc(=O)n(C)c(=O)n2C)cc1OC	2044	1854
112	COc1ccc(N(C(=O)CCl)C(C(=O)NCCc2ccccc2)c2cccs2)cc1 (stereo unspecified)	1760	1381
113	CCOc1cnn(Cc2ccccc2)c(=O)c1SCc1ccccc1	1597	1579
114	CC(C)OC(=O)CC1C(=O)NCCN1C(=S)NC(=O)c1ccccc1 (stereo unspecified)	2093	1756
115	COCCNC(=S)N/N=C(\C)c1ccc(OC)cc1	1731	1399
116	O=C(NCC1CCN(C(=O)c2ccc([N+](=O)[O-])cc2)CC1)C(=O)Nc1ccccc1	1721	1507
117	Cc1ccc(NC(=O)CN2C(=O)NC(Cc3ccccc3)C2=O)c(Br)c1 (stereo unspecified)	1860	1689
118	CC1N(C)c2cc(NC(=O)c3ccco3)c(P(=O)(Nc3ccc([N+](=O)[O-])cc3)N3CCOCC3)cc2C1(C)C (stereo unspecified)	1585	1463
119	COc1ccc(NC(=O)COC(=O)c2ccco2)c([N+](=O)[O-])c1	1367	1589
120	O=C(NNC(=O)c1cc2cc(Br)ccc2oc1=O)c1ccc(O)cc1	1915	1345

Screening results (PubChem BioAssay)
